M. tuberculosis – growth inhibition of non-replicating M. tuberculosis (AID 488890). Mycobacterium tuberculosis non-replicating, growth inhibition; higher % means a stronger effect. one-dose inhibition, % at 25 µM; IC50 in µM for titrated hits. 320,000 compounds, 0.39% hits; in the data active = a potency from the dose series; inconclusive = inhibition mostly from about 82% at the one dose, without a potency; inactive = the rest, 99 in 100 with inhibition below about 76%;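 note: plate controls were DMSO cells for no effect and high antibiotic wells for full effect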
Salmonella PhoP GFP – Inhibition of PhoP regulon, Salmonella typhi GFP reporter cells, confirmation, 4 h (AID 1850); Salmonella Typhi PhoP-promoter GFP reporter, fluorescence, 4 h; higher % means a stronger effect; one-dose inhibition, % at 50 µM; IC50 in µM for titrated hits; 310,000 compounds, 0.33% hits; in the data active = a potency from the dose series; inconclusive = inhibition mostly from about 25% at the one dose, without a potency; inactive = the rest, 99 in 100 with inhibition below about 19%;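 note: 0% = induced wells with vehicle and 100% = uninduced wells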
VEEV TC-83 Vero – inhibitors of VEEV TC-83 cytopathic effect, confirmation, Vero cells (AID 588727); Vero cells, VEEV TC-83 cytopathic effect inhibition; higher % means a stronger effect; inhibition, % at 20 µM, or IC50 in µM where a hit was titrated; 350,000 compounds, 0.13% hits; in the data active = a potency from the dose series; inconclusive = inhibition mostly from about 14% at the one dose, without a potency; inactive = the rest, 99 in 100 with inhibition below about 12%; note: strong numbers were not always called active
H37Rv inhibition – M. tuberculosis growth inhibition, HTS (AID 449762); M. tuberculosis H37Rv growth inhibition, 7H9 media; higher % means a stronger effect; one-dose inhibition, % at 25 µM; IC50 in µM for titrated hits; 330,000 compounds, 0.59% hits; in the data active = a potency from the dose series; inconclusive = inhibition above about 70% without an active follow-up result;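 note: bacterial growth assessed after seven days of incubation; strong numbers were not always called active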
influenza NS1A – NS1A inhibition, H1N1 influenza, cell based functional assay (AID 504329) | inhibition, % at 12.5 µM, or IC50 in µM where a hit was titrated | 340,000 compounds, 0.3% hits | NS1A functional cell-based assay, percent inhibition; higher % means a stronger effect; in the data active = a potency from the dose series; inconclusive = inhibition above about 27% without an active follow-up result; note: strong numbers were not always called active
VEEV TC-83 Vero 10K pilot screen – also measured in VEEV TC-83 Vero; calls as there; inhibition, %; measured here: 10K pilot screen inhibition
The depositor's hits bear a star; i = inactive; ? = inconclusive; . = no result given. No enrichment for hits; any-hit rate near 1.5%.

SMILES | M. tuberculosis | Salmonella PhoP GFP | VEEV TC-83 Vero | H37Rv inhibition | influenza NS1A | others
Cc1onc(-c2ccccc2)c1C(=O)N1CCN(Cc2ccc3c(c2)OCO3)CC1 | 17% | -3% | i | 2% | -10%
Cc1ccc(CC2CC(=O)N(c3nc4ccccc4n3C)C2=O)cc1 (centres undefined) | 17% | -3% | 4.6% | 7% | -10%
c1ccc(C2CCC(N3CCN(c4ccccc4)CC3)CC2)cc1 (centres undefined) | 9% | 6% | 1.3% | 6% | -3%
COc1ccc(/C=N/Nc2nc(C(=O)O)cs2)cc1 | 14% | -5% | i | -2% | -9%
COC(=O)c1ccccc1NC(=O)CSc1n[nH]c(-c2ccco2)n1 | -4% | 3% | 3.0% | 4% | 6%
CCCC[C@H](CN[C@@H](CNC)[C@H](C)CC)NCCC12CCC(CC1)C2 | ? | 7% | 0.7% | ? | 10% | VEEV TC-83 Vero 10K pilot screen=12
CCOc1ccccc1C(=O)NC(CO)C(=O)O (centres undefined) | -3% | 3% | 1.6% | 1% | -9%
O=C(NC1CCS(=O)(=O)C1)c1ccc(S(=O)(=O)NCC2CCCO2)cc1 (centres undefined) | -14% | -10% | 0.6% | -12% | -8%
CCCC(=O)NC(c1cccs1)c1cc(Cl)c2cccnc2c1O (centres undefined) | -14% | -19% | i | 2% | -9%
CS(=O)(=O)Nc1cccc(C2=NN(C(=O)c3ccccc3Cl)C(c3ccccc3O)C2)c1 (centres undefined) | . | 3% | 9.9% | 10% | 7%
COc1ccc(Cc2n[nH]c(=S)n2NC(=O)Nc2ccc(Cl)c(Cl)c2)cc1 | -4% | -4% | 0.3% | 23% | -25%
COc1ccc(CNC(=S)Nc2ccc(F)c(Cl)c2)cc1OC | 65% | -6% | 1.6% | 4% | 4%
NS(=O)(=O)c1ccc(NC(=O)CSc2nnc(C3CC3)n2C2CC2)cc1 | 7% | . | 0.2% | -11% | -12%
CCCCn1cc(C(=O)c2cc(Br)ccc2O)cc(C#N)c1=O | 9% | 0% | 1.6% | -5% | -5%
O=C(Nc1ccc(NC(=O)c2ccco2)cc1)c1cnccn1 | -2% | -4% | 2.7% | -1% | 3%
O=C(c1cn(-c2ccccc2)nc1-c1cccc([N+](=O)[O-])c1)N1CCCCC1 | 8% | -1% | 7.3% | 5% | -23%
O=C(Cn1cnc([N+](=O)[O-])c1)Nc1ccccc1C(F)(F)F | -4% | 3% | i | 15% | 19%
CCOc1ccc(N(CC)C(=O)COc2cc(=O)n(C)c3ccccc23)cc1 | 28% | 0% | 4.3% | 4% | 1%
O=S(=O)(c1ccccc1)N1CCN(Cc2ccc(Cl)cc2)CC1 | 17% | -2% | 0.8% | 6% | -4%
Cc1ccc(NC(=O)CSc2nc3c(c(=O)[nH]2)CN(Cc2ccc(F)cc2)CC3)cc1C | -14% | -20% | 3.3% | 4% | -3%
Nc1c(Br)cc2c([nH]c(=O)c3ccccc32)c1Br | . | . | 3.3% | . | 7%
CCCN1CNC(=S)N(c2ccc(C(=O)OCC)cc2)C1 | 74% | 4% | 1.8% | 60% | 23%
CC(C)(C)c1ccc(S(=O)(=O)NCC(=O)Nc2ccc(-c3nc4ccccc4s3)cc2)cc1 | -9% | 3% | 1.1% | 4% | -4%
COc1ccc(-c2nn(-c3ccccc3)cc2C(=O)Nc2nccs2)cc1 | 18% | 6% | 3.4% | ? | -1%
Cc1c(Cl)cnn1CC(=O)NC1C(=O)N2C(C(=O)O)=C(CSc3nnnn3C)CSC12 (centres undefined) | 9% | -33% | 0.9% | 0% | -7%

The last two entries of the section before are carried over, then new ones follow:
SMILES | M. tuberculosis | Salmonella PhoP GFP | VEEV TC-83 Vero | H37Rv inhibition | influenza NS1A | others
COc1ccc(-c2nn(-c3ccccc3)cc2C(=O)Nc2nccs2)cc1 | 18% | 6% | 3.4% | ? | -1%
Cc1c(Cl)cnn1CC(=O)NC1C(=O)N2C(C(=O)O)=C(CSc3nnnn3C)CSC12 (centres undefined) | 9% | -33% | 0.9% | 0% | -7%
Cc1nn(-c2ccccc2)c(C)c1CNC(=O)c1ccc(S(=O)(=O)NCc2ccco2)cc1 | 5% | . | 2.3% | 11% | 5%
CC(CCN1CCC(CN2C(=S)NCC2Cc2ccccc2)CC1)c1ccccc1 (centres undefined) | . | . | i | . | 1%
O=C(COC(=O)c1cc([N+](=O)[O-])ccc1N1CCOCC1)NC1CCCCC1 | -12% | 11% | 4.1% | 1% | -3%
CCOC(=O)c1c(C)[nH]c(C)c1C(=O)COC(=O)c1ccc(O)cc1 | 27% | 13% | 6.8% | 5% | 0%
COc1ccc(C(=O)C(C)OC(=O)COc2ccccc2)cc1 (centres undefined) | 7% | . | 3.4% | 8% | -6%
CNc1cnn(-c2ccccc2)c(=O)c1Cl | -8% | 9% | 1.2% | -4% | 2%
N#Cc1ccccc1CCN1C(=O)c2ccccc2C1=O | 5% | 0% | 1.4% | -4% | -7%
Cc1nc(Nc2ccccc2)[nH]c(=O)c1CCC(C)C | 17% | -7% | 2.4% | -8% | 2%
Cn1c(NC(=O)c2ccc(Cl)cc2)cc(=O)n(C)c1=O | -1% | -7% | 1.8% | 10% | -4%
CCc1ccc(-n2nnnc2SCC(=O)NNC(=O)c2ccco2)cc1 | 20% | -3% | i | 7% | 2%
COc1ccccc1N(CC(=O)Nc1ccc2c(c1)OCO2)S(=O)(=O)c1ccccc1 | 30% | -5% | 2.3% | -9% | 4%
CCOc1cc(N2CCOCC2)c(OCC)cc1NC(=O)CN1CCC(Cc2ccccc2)CC1 | 16% | 0% | 4.4% | ? | 10%
Cc1c(NC(=O)COC(=O)CCc2c[nH]c3ccccc23)c(=O)n(-c2ccccc2)n1C | 4% | -6% | 0.4% | -8% | -1%
CCCCNCC1CCCO1 (centres undefined) | -1% | 1% | 0.1% | -8% | -21%
O=C(COc1ccc(S(=O)(=O)NC2CCCCC2)cc1)NC1CCCCC1 | 0% | 9% | 0.3% | -4% | 1%
CC(Nc1ccc(Br)cn1)c1cc(Cl)ccc1O (centres undefined) | . | . | 2.8% | . | -1%
CCCOc1ccc2c3c(c(=O)oc2c1OCCC)CCCC3 | 30% | 0% | 3.2% | ? | -4%
CCOC(=O)c1cnc2ccc(OCC)cc2c1NCc1ccccc1 | 34% | 1% | 6.4% | ? | -22%
N/C(=N\OC(=O)c1ccccc1Cl)c1cccc([N+](=O)[O-])c1 | . | -2% | 1.9% | 34% | 9%
O=C(CNC(=O)c1cccc(F)c1)NC1CC1 | -11% | . | i | -6% | -27%
OCc1cccc[n+]1Cc1ccccc1 | 0% | 14% | 1.9% | -5% | 0%
Oc1ccc(N=Nc2ccc3c(c2)OCCO3)c(O)c1 | 23% | -2% | 1.1% | 9% | 13%
CC[C@H]1C(=O)[C@@H](Cc2ccccc2)[C@@H]2CCN3C(=O)CCC[C@H]1[C@H]23 | . | . | 0.6% | . | -10%
NNc1nc(Nc2ccc([N+](=O)[O-])cc2)nc(N2CCCCCC2)n1 | 19% | 0% | 4.7% | ? | -2%
CCN1CCN(c2ncc3c(n2)CC(c2ccc(OC)c(OC)c2)CC3=O)CC1 (centres undefined) | 7% | 11% | 3.2% | 5% | 0%

Next part:
SMILES | M. tuberculosis | Salmonella PhoP GFP | VEEV TC-83 Vero | H37Rv inhibition | influenza NS1A | others
COc1cccc(/C=C/C(=O)OCC(=O)NCc2ccco2)c1OC | 45% | -4% | i | -3% | 5%
O=C1c2ccccc2C(=O)N1CCCN1C(=O)c2ccccc2C1=O | . | . | i | . | 0%
CCN(CC)S(=O)(=O)c1cccc(C(=O)NC(C)C(c2cccs2)N2CCCC2)c1 (centres undefined) | 21% | 1% | i | -8% | -9%
O=C(O)c1cnn(-c2nc(-c3ccc(Br)cc3)cs2)c1C(F)(F)F | 15% | -11% | i | 9% | -9%
CCCN1CCN(CCCNC(=S)Nc2ccc3nc(N4CCN(CC)CC4)cc(C)c3c2)CC1 | 21% | 3% | 6.3% | -9% | 0%
COc1ccc(N(Cc2cc3ccccc3[nH]c2=O)S(=O)(=O)c2ccc(C)cc2)cc1 | . | -14% | 1.2% | -5% | 30%
NS(=O)(=O)c1ccc(NC(=O)c2cc(-c3ccccc3O)n[nH]2)cc1 | -15% | -12% | 0.1% | -3% | 4%
O=C(CCn1nc(-c2ccc(Cl)cc2)ccc1=O)N1CCN(c2ccccn2)CC1 | . | . | 6.1% | . | -14%
O=C(Cn1c2ccccc2c(=O)c2ccccc21)N/N=C/c1cc([N+](=O)[O-])ccc1N1CCCCC1 | 14% | -15% | i | -7% | -9%
O=C(c1ccccc1-c1nc(-c2ccccc2Cl)no1)N1CCOCC1 | 9% | -2% | 1.4% | -9% | -14%
O=C(O)C1CCCCC1C(=O)N1CCN(S(=O)(=O)c2ccc(F)cc2)CC1 (centres undefined) | -8% | -6% | 0.1% | -7% | -1%
O=C(O)C1C2CCC(C2)C1C(=O)N1CCCC1 (centres undefined) | 3% | 6% | i | 2% | 2%
COc1ccccc1Nc1ccc([N+](=O)[O-])cc1N | 28% | 2% | i | 21% | 1%
Cc1nc2scc(C)n2c(=O)c1S(=O)(=O)NCC1CCN(Cc2ccc(Cl)cc2)CC1 | 1% | 10% | 5.1% | -6% | 9%
O=C(CNC(=O)c1ccc(Cl)cc1Cl)OCCOc1ccccc1 | 67% | -5% | i | 63% | 2%
O=C(O)C1C2C=CC(C2)C1C(=O)NCCCn1ccnc1 (centres undefined) | 2% | -2% | i | -21% | -1%
CCCSc1ccc([C@H]2N[C@@](C)(C(=O)OC)[C@H]3C(=O)N(C)C(=O)[C@@H]23)cc1 | -18% | 13% | 3.2% | -5% | 6%
OCCCc1cn(CC2CCCCC2)nn1 | 25% | 2% | i | -9% | 4%
Cc1ccc(S(=O)(=O)N2CCOCC2)cc1NS(=O)(=O)c1ccc(F)c(F)c1 | 3% | . | 1.8% | -6% | -4%

Compounds listed so far that have an NH in an aromatic ring (9):
SMILES | M. tuberculosis | Salmonella PhoP GFP | VEEV TC-83 Vero | H37Rv inhibition | influenza NS1A | others
COC(=O)c1ccccc1NC(=O)CSc1n[nH]c(-c2ccco2)n1 | -4% | 3% | 3.0% | 4% | 6%
COc1ccc(Cc2n[nH]c(=S)n2NC(=O)Nc2ccc(Cl)c(Cl)c2)cc1 | -4% | -4% | 0.3% | 23% | -25%
Cc1ccc(NC(=O)CSc2nc3c(c(=O)[nH]2)CN(Cc2ccc(F)cc2)CC3)cc1C | -14% | -20% | 3.3% | 4% | -3%
Nc1c(Br)cc2c([nH]c(=O)c3ccccc32)c1Br | . | . | 3.3% | . | 7%
CCOC(=O)c1c(C)[nH]c(C)c1C(=O)COC(=O)c1ccc(O)cc1 | 27% | 13% | 6.8% | 5% | 0%
Cc1nc(Nc2ccccc2)[nH]c(=O)c1CCC(C)C | 17% | -7% | 2.4% | -8% | 2%
Cc1c(NC(=O)COC(=O)CCc2c[nH]c3ccccc23)c(=O)n(-c2ccccc2)n1C | 4% | -6% | 0.4% | -8% | -1%
COc1ccc(N(Cc2cc3ccccc3[nH]c2=O)S(=O)(=O)c2ccc(C)cc2)cc1 | . | -14% | 1.2% | -5% | 30%
NS(=O)(=O)c1ccc(NC(=O)c2cc(-c3ccccc3O)n[nH]2)cc1 | -15% | -12% | 0.1% | -3% | 4%
